# Screening data: PubChem BioAssay, several laboratories
# KCNK3 block = human KCNK3 channel inhibition, primary screen; O14649; CHO-KCNK3 thallium flux, FluxOR fluorescence; active compounds read low; B-score at 10 µM; 0.84% of 340,000 active; AID 602410;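 active = B-score under library mean minus 4 SD, starting fluorescence ratio at most library mean plus 5 SD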;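 also: more negative B-score means stronger inhibition of thallium flux through KCNK3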
# Target sequence (O14649 whole entry, looked up): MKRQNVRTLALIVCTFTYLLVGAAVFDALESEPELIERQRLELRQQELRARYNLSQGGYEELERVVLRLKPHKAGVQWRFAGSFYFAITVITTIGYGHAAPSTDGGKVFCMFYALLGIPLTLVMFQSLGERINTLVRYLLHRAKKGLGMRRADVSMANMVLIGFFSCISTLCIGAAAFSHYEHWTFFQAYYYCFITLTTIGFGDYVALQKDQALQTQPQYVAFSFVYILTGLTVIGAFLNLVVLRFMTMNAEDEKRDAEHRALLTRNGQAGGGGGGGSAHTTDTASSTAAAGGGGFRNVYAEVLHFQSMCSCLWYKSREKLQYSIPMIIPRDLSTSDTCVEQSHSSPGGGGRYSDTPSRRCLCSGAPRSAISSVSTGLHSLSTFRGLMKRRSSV
# RGS4 pot = potentiators or activators of RGS4. HEK293 M3R/inducible RGS4, carbachol calcium flux Fluo4; active compounds read low. AID 463111. 0.92% of 310,000 active. B-score at 10 µM;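 active = B-score of the integrated calcium signal more than 4 SD below the library mean, with starting fluorescence not abnormally high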;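 also: negative B-score means reduced calcium response which marks RGS4 activation or potentiation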
#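 System: HEK293 FlpIn-TREx cells, stable M3R, doxycycline-inducible RGS4. Timing: overnight RGS4 induction, 30 min dye load 37 °C, 20 min compound RT. Also added: carbachol, ECmax concentration. Measured by: Fluo4 fluorescence kinetic imaging of calcium. Evaluation: integrated calcium ratio converted to B score.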
# PolyA inhibitor = inhibitors of polyadenylation in S. cerevisiae; S. cerevisiae SKY197-pL101 polyadenylation reporter, beta-gal luminescence; efflux-impaired pdr1/pdr3 knockout yeast; score 100 = 6 SD above DMSO; 0.02% of 300,000 active; calls only at 12 µM;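 active = lowest replicate activity score at least 50, where 100 means six control SD above control mean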;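 also: yeast exposed to compound for 9 h at 30 °C; higher score means more reporter readthrough which indicates perturbed polyadenylation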
# KCNQ1 block = inhibitors of human KCNQ1 potassium channel; B-score at 10 µM; P51787; CHO-K1 KCNQ1, FluxOR thallium flux fluorescence; active compounds read high; 1.3% of 310,000 active;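 active = compounds whose thallium flux B-score, printed positive for inhibition, exceeds three library SD while starting fluorescence stays within three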;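 also: channel opened by potassium depolarization with thallium stimulus after 20 min compound exposure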
# RGS4 inh = inhibitors of human RGS4 | P49798 | HEK293 M3R/RGS4 inducible, Fluo-4 calcium flux; active compounds read high; triggered by carbachol at its EC20 | B-score at 10 µM | 0.45% of 310,000 active;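 active = B-score, a plate-corrected calcium signal, over three deviations above library mean, with baseline fluorescence within five deviations of library mean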;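 also: RGS4 expression induced by doxycycline in cells with stable M3 receptor; B-score is computed from the integrated fluorescence ratio over baseline after carbachol; higher B-score means a larger calcium signal and so more RGS4 inhibition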
# Target sequence (P49798 whole entry, looked up): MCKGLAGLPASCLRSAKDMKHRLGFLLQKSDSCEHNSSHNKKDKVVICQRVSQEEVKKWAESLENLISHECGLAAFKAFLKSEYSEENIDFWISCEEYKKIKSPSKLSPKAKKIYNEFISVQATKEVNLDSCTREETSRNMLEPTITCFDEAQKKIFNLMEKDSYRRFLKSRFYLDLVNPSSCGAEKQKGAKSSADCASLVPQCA
# GSK3 alpha inh = human GSK-3 alpha kinase inhibition; ADP-Glo luminescence, 60 min; inhibition, % at 10 µM; 0.1% of 320,000 active; AID 2650;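 in the data active = inhibition above about 50%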;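 also: GST-tagged GSK-3 alpha with peptide substrate and 25 µM ATP; 0% = DMSO neutral wells and 100% = GW8510 positive control wells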
# GSK3beta inhib = human GSK3beta kinase inhibition. GST-GSK3beta kinase, ADP-Glo luminescence, 60 min; active compounds read low. activity score (negative = inhibition), % at 10 µM. 0.038% of 300,000 active. AID 2097;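 active = more than half of replicate wells score below -50%, meaning over 50% inhibition versus plate controls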;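 also: 0% = median DMSO wells and -100% = median GW8510 positive control wells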
# Target sequence (P49841 whole entry, looked up): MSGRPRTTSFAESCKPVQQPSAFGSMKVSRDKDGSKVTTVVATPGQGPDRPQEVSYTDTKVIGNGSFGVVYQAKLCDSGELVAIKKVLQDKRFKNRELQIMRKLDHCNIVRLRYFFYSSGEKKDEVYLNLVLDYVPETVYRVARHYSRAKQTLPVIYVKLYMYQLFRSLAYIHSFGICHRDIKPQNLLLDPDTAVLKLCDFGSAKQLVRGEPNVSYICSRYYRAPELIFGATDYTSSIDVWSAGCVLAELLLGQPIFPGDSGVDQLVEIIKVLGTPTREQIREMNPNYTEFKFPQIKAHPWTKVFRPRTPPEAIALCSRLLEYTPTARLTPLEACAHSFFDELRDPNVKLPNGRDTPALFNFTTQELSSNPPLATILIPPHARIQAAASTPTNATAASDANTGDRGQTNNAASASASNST
#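 Test system – GST-tagged human GSK3beta kinase, cell-free · Incubation – 60 min enzyme reaction, room temperature · Signal – ADP-Glo luminescence · Also added – peptide substrate and ATP at 25 µM · Controls – DMSO neutral wells and GW8510 at 20 µM as positive · Buffer or medium – Tris/MgCl2 kinase buffer · Measure – Luminescence-derived activity versus plate DMSO and GW8510 wells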
# KCNK9 inh = inhibitors of human KCNK9 two-pore domain potassium channel; HEK293 KCNK9, FluxOR thallium flux fluorescence; active compounds read low; B-score at 10 µM; 1.2% of 310,000 active; AID 488922;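 active = ratio B-score over 3 SD below the library mean, with starting fluorescence within 5 SD of its mean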;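 also: negative B-score means less thallium flux so channel inhibition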
# KCNQ1 act = human KCNQ1 channel potentiation or activation; P51787; CHO-K1 KCNQ1, thallium flux FluxOR fluorescence; active compounds read high; B-score at 10 µM; 0.35% of 310,000 active;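 active = fluorescence ratio B-score, a plate-corrected score, at least three library SD, with initial intensity B-score within 5 SD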
#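 System: Stable KCNQ1 CHO-K1 line | Incubation: 90 min dye loading and 20 min compound exposure, both at room temperature | Measure: Ratio B score | Medium: Assay buffer for compound exposure, DMSO matched across wells | Compound dosing: Single-concentration screen | Probe or stimulus: K+/Tl+ depolarizing stimulus | Measured by: Kinetic FluxOR fluorescence, 10 s baseline plus 110 s post-stimulus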
# Dyrk1A ADPGlo = inhibitors of rat Dyrk1A kinase; inhibition, % at 12.5 µM; ADP-Glo luminescence, NFATc1 peptide; Q63470; 0.43% of 310,000 active; in the data active = inhibition above about 50%;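 also: plate controls were vehicle with enzyme for no effect and no enzyme for full effect; many of its hits are not listed in these tables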
# hERG rescue = compounds protecting human hERG from proarrhythmic drug block | Q12809 | CHO-hERG, FluxOR thallium flux, dofetilide IC70 present | activation (rescue from dofetilide block), less the hit threshold, % at 10 µM | 0.51% of 310,000 active | AID 1511;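 active = activation above the mean of controls blocked by dofetilide plus 5 SD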;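 also: thallium influx through hERG after potassium depolarization seen as dye fluorescence rise; in these data hits start at about 4.7%; inactives centre near -7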
# The depositor's hits bear a star; i = inactive; . = not tested or not shown.
no.	SMILES	KCNK3 block	RGS4 pot	PolyA inhibitor	KCNQ1 block	RGS4 inh	GSK3 alpha inh	GSK3beta inhib	KCNK9 inh	KCNQ1 act	Dyrk1A ADPGlo	hERG rescue
1	Cc1nc(/N=C(\N)NC(=O)N2c3ccccc3Sc3ccccc32)nc2ccccc12	i	i	i	i	i	2	-1	i	i	-6	-15
2	CSc1ccccc1NC(=O)C1=CC(c2ccc(C)cc2)=NS(=O)(=O)N1C	i	i	i	i	i	-1	-5	i	i	-2	-9
3	Cc1ccc(NC2c3ncccc3C(=O)N2Cc2cccs2)cc1C (stereo not given)	i	i	i	i	i	-1	1	i	i	-3	-7
4	Cc1ccccc1NC(=S)NCc1ccc(F)cc1	i	i	i	i	i	-1	0	i	i	.	-4
5	COc1ccccc1OCC(=O)NCC(C)NC(=O)COc1ccccc1OC (stereo not given)	i	i	i	i	i	-4	-4	i	i	.	-13
6	O=C(CSc1nnc(CCc2nc3ccccc3[nH]2)n1-c1ccccc1)NCc1ccccc1	i	i	i	i	i	-2	2	i	i	-3	-2
7	COCCN(C/C=C/c1ccccc1)C/C=C/c1ccccc1	i	i	i	i	i	-4	1	i	i	7	-7
8	COc1ccccc1C(=O)Nc1ncc2c(n1)CC(c1ccco1)CC2=O (stereo not given)	i	i	i	i	i	-1	1	i	i	2	-5
9	COc1cc(SC)ccc1C(=O)Nc1ccon1	i	i	i	i	i	-3	-1	i	i	6	-10
10	Cc1ccc(S(=O)(=O)N2c3ccccc3CC2C)cc1 (stereo not given)	i	i	i	i	i	-1	1	i	i	8	-15
11	COc1ccc(-n2nnnc2SCC(=O)N2CCCc3ccccc32)cc1OC	i	i	i	i	i	3	-2	i	i	1	-7
12	Cc1ccc(S(=O)(=O)N2CCC(C(=O)N[C@@H](C)C(=O)Nc3ccc4c(c3)OCO4)CC2)cc1	i	i	i	i	i	2	-1	i	i	-12	-5
13	CC(=O)Nc1nc(CC(=O)c2ccccc2)cs1	i	i	i	i	i	-1	2	i	i	.	-15
14	CN(C)c1ccc(C(=O)c2ccccc2C(=O)O)c(O)c1	i	i	i	i	i	-1	2	i	i	-3	-6
15	Brc1ccc(CSc2ncn[nH]2)cc1	i	i	i	i	i	11	2	i	i	3	-7
16	O=C(CN(c1ccccn1)S(=O)(=O)c1ccccc1)Nc1ccccc1	i	i	i	i	i	-6	4	i	i	0	-7
17	CC1CCCCN1CCCNc1ccc(C(CC(N)=O)NC(=O)Cc2ccc(Cl)cc2)cc1[N+](=O)[O-] (stereo not given)	i	i	i	i	i	-1	-3	i	i	-7	-2
18	COc1ccc(N(CC(=O)NCCc2ccc(S(N)(=O)=O)cc2)S(=O)(=O)c2c(C)noc2C)cc1	i	i	i	i	i	-2	5	i	i	-11	-6
19	C=C1CCC[C@]2(C)C[C@H]3OC(=O)C(CNC(C)CCCC(C)C)[C@H]3CC12 (stereo not given in full)	i	i	i	i	i	1	-2	i	i	1	-13
20	Cc1cc(-n2c(SCC(=O)NCc3cccs3)nc3n[nH]c(C)c3c2=N)ccc1Cl	i	i	i	i	i	-1	2	i	i	-11	-8
21	COc1ccc(Br)cc1C(=O)O	i	i	i	i	i	0	1	i	i	-3	-7
22	CCNC(=O)c1ccccc1NC(=O)c1cccc(S(=O)(=O)N2CCC(C)CC2)c1	i	i	i	i	i	0	0	i	i	9	-21
23	Clc1ccc(SCCCCN2CCNCC2)cc1	i	i	i	i	i	4	1	i	i	4	-9
24	Cc1cccc(N2CCN(c3ccc(N4C(=O)CCCC4=O)cc3[N+](=O)[O-])CC2C)c1 (stereo not given)	i	i	i	i	i	2	1	i	i	0	-5
25	COc1ccc(CNc2nc3ccccc3n2CCN2CCOCC2)cc1	i	i	i	i	i	3	-3	i	i	.	-9
26	O=C(Nc1ccc(-c2nc3ccccc3[nH]2)cc1)c1ccc(N2C(=O)CCC2=O)cc1	i	i	i	i	i	-4	1	i	i	0	-9
27	CCN(CC)CCCNC(=O)Cn1cc2c(n1)CCC(C)C2 (stereo not given)	i	i	i	i	i	.	-4	i	i	-4	-8
28	CC(=O)Nc1nc(C)c(-c2csc(Nc3cccc(C(C)=O)c3)n2)s1	i	-7.5*	i	i	i	7	-6	i	i	40	-13
29	NC(=O)C1CCN(C(=O)CCC(=O)c2ccc(F)cc2)CC1	i	i	i	i	i	0	3	i	i	-1	-1
30	O=S(=O)(c1ccc(OC(F)(F)F)cc1)N1CCC(O)(c2cccc(C(F)(F)F)c2)CC1	i	i	i	i	i	-4	-1	i	i	-2	-4
31	O=C(Nc1cccc(CCc2ccccn2)c1)c1cc(F)c(F)cc1Cl	i	i	i	i	i	2	1	i	i	3	-6
32	Cc1ccc(S(=O)(=O)NCC(=O)N(CCc2ccccc2)CC(=O)NCc2ccco2)cc1	i	i	i	i	i	.	-25	i	i	-3	-12
33	Cc1sc(NC(=S)NC(=O)c2ccc(C(C)(C)C)cc2)c(C#N)c1C	i	i	i	i	i	0	-1	i	i	-8	-12
34	Cc1ccc(C(=O)CNc2cc(C)ccc2C)cc1	i	i	i	i	i	0	0	i	i	-3	-1
35	CC1(C)C(=O)Nc2ccccc2N1C(=O)CN1C(=O)c2ccccc2C1=O	i	i	i	i	i	-3	1	i	i	1	-15
36	CC(=O)NC1=NN(C(C)=O)C(C)(c2ccc(Br)cc2)S1 (stereo not given)	i	i	i	i	i	-1	2	i	i	-3	-7
37	CN1C(=O)C(C)(C)c2cc(S(=O)(=O)N3CCC(C(=O)Nc4ccc(Cl)cc4)CC3)ccc21	i	i	i	i	i	-1	-1	i	i	6	-9
38	Cc1cc(N2CCOCC2)nc2ccc(NC(=S)NCCC(C)C)cc12	i	i	i	i	i	0	0	i	i	3	-6
39	COc1cccc(OC)c1C(=O)Nc1ccc(S(=O)(=O)Nc2cc(C)nc(C)n2)cc1	i	i	i	i	i	1	-7	i	i	-4	-6
40	COCCN(C(=O)COC(=O)c1cccc2ccccc12)c1c(N)n(Cc2ccccc2)c(=O)[nH]c1=O	i	i	i	i	i	-2	2	i	i	1	-14
41	CN(Cc1ccccc1)C(=O)CCSc1nc(-c2ccc3c(c2)OCO3)cc(C(F)(F)F)n1	i	i	i	i	i	0	0	i	i	1	-10
42	COc1ccc(C2=NCCc3cc(OC)c(OC)cc32)cc1	i	i	i	i	i	-1	3	i	i	-3	-4
43	CC(C)(C)c1csc(NC(=O)CSC2=NCCS2)n1	i	i	i	i	i	-2	-2	i	i	2	-3
44	N/C(=N\OC(=O)COc1ccc2ccccc2c1Br)c1cccnc1	.	i	i	i	i	-4	0	i	i	.	-23
45	CCS(=O)(=O)N1CCN(c2ccc([N+](=O)[O-])c(N3CCOCC3)c2)CC1	i	i	i	i	i	1	2	i	i	9	-2
46	O=C(c1ccc2oc(CCCc3ccccc3)nc2c1)N1CCCCC1CO (stereo not given)	i	i	i	i	i	.	1	i	i	2	-9
47	Cc1cccc(C(=O)Nc2ccccc2SCC2CSc3nc4ccccc4c(=O)n32)c1 (stereo not given)	i	i	i	i	i	-1	-2	i	i	-4	-11
48	COC(=O)C1=C(C)NC(=O)C1(Nc1nccs1)C(F)(F)F (stereo not given)	i	i	i	i	i	-3	1	i	i	12	-7
49	Cc1c(Cl)c([N+](=O)[O-])nn1CCCC(=O)NCCc1ccccc1	i	i	i	i	i	2	-1	i	i	7	-10
50	O=C(NC1CC2CCCC(C1)N2C(=S)Nc1ccccc1)C1CC1 (stereo not given)	i	i	i	i	i	-2	-1	i	i	-4	-4
51	O=C(Cn1nnc(-c2ccccc2)n1)NCc1ccc2c(c1)OCO2	i	i	i	i	i	-2	1	i	i	5	-7
52	CC1CCCC(NC(=O)CNCc2ccccc2F)C1C (stereo not given)	i	i	i	i	i	-1	2	i	i	-2	-3
53	Clc1ccc(Cc2nnc(-c3ccccc3Br)o2)cc1	i	i	i	i	i	-3	3	i	i	1	-14
54	CNC(=O)NC(=O)C(C)OC(=O)c1ccc(Cl)c(S(=O)(=O)Nc2ccc(F)cc2)c1 (stereo not given)	i	i	i	i	i	-2	2	i	i	4	-5
55	CCOC(=O)N1CCC(N2Cc3cccc(C(=O)NCc4ccc(C)cc4)c3C2=O)CC1	i	i	i	i	i	-2	0	i	i	-5	-7
56	O=C(O)c1cn[nH]c1-c1cccc([N+](=O)[O-])c1	i	i	i	i	i	0	1	i	i	10	2

# The listing continues:
no.	SMILES	KCNK3 block	RGS4 pot	PolyA inhibitor	KCNQ1 block	RGS4 inh	GSK3 alpha inh	GSK3beta inhib	KCNK9 inh	KCNQ1 act	Dyrk1A ADPGlo	hERG rescue
57	COc1ccc(/C=c2\sc3nc(=O)c(C)nn3c2=O)c(OC)c1	i	i	i	i	i	1	0	i	i	-8	-8
58	Cc1cc(-n2c(SCC(=O)Nc3ccc(F)c(F)c3)nc3n[nH]c(C)c3c2=N)ccc1Cl	i	i	i	i	i	-1	0	i	i	-3	-7
59	N#Cc1ccc(Sc2nc3ccccc3[nH]2)cc1C#N	i	i	i	i	i	-3	1	i	i	0	-6
60	Cc1ccc(NC(=O)C2OCCc3ccccc32)cc1C (stereo not given)	i	i	i	i	i	0	1	i	i	.	-13
61	Cc1nn2c(N3CCCC3)cc(C(C)C)nc2c1-c1ccccc1	i	-7.1*	i	i	i	-2	4	-8.3*	i	0	-12
62	Cc1nc(Cl)c2oc3ccccc3c2n1	i	i	i	i	i	2	0	i	i	-7	-19
63	Cc1ccccc1-n1c(C)nnc1SCC(=O)NCC1CCCO1 (stereo not given)	i	i	i	i	i	-3	1	i	i	2	-2
64	O=C(CN1C(=O)NC2(CCCC2)C1=O)Nc1ccccc1F	i	i	i	i	i	2	-1	i	i	1	-10
65	C=CCC(CC=C)(NC(=O)c1ccccc1C)c1ccccc1	i	i	i	i	i	-5	-4	i	i	8	-2
66	CCOc1cccc(NC(=O)CC#N)c1	i	i	i	i	i	-2	-3	i	i	-3	-1

# This is a subset, so the mix of outcomes need not match the whole.
